Cdc42 wt: human Cdc42 wildtype GTP binding change, either direction | P60953 | GST-Cdc42 beads, Bodipy-GTP binding, flow cytometry; actives lie on both sides | percent activity (GTP binding), % at 10 µM | 0.2% of 190,000 active;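 active = percent activity GTP binding at least 20 points away from the 100% baseline, either down as inhibitor or up as activator; inconclusive = compound flagged as likely green fluorescent from well-wide comparison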;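 note: median bead fluorescence of bound Bodipy-FL-GTP at 100 nM; 0% = excess unlabeled GTP control and 100% = no compound control; below 100% means less GTP binding so inhibitor and above means activator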
Target sequence (P60953 whole entry, looked up): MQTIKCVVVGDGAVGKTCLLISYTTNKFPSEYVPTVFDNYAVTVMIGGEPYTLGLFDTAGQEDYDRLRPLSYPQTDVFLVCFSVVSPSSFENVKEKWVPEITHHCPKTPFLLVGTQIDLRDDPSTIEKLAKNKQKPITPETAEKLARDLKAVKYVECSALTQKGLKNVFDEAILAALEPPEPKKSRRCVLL
GSH fluor: GSH bead compound fluorescence profile | GSH beads flow cytometry, compound fluorescence 488/530 nm; hits give high values | fluorescence (KMESF) at 10 µM | 0.25% of 190,000 active | AID 1776; in the data active = fluorescence above about 89;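 note: glutathione beads carrying GST-tagged Bcl family fusion proteins plus one bare bead set; values are compound well signal with DMSO vehicle wells as background; inactives centre near 16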
Pf gametocyte: inhibitors of late stage P. falciparum gametocyte viability | P. falciparum stage V gametocytes, ATP luminescence, 24 h | inhibition, % at 10.9 µM | 0.065% of 150,000 active;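 active = inhibition above the mean plus 3 SD of compounds within the control limits, set per campaign, cut at about 38% in these data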;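 note: 0% = DMSO wells and 100% = medium only without gametocytes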
Rab2 wt GTP: changes GTP binding to wildtype dog Rab2A, up or down | P61105 | GST-Rab2 wt beads, Bodipy-GTP binding, flow cytometry | GTP binding activity, % at 10 µM | 0.19% of 190,000 active;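 active = GTP binding activity at least 20 points away from 100%, either lowered or raised; inconclusive = signal likely due to the compound's own green fluorescence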;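 note: 0% = beads with excess unlabeled GTP and 100% = no-compound control corrected for plate trend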
Avidin bead fluor: compound fluoresces at 488/530 nm on avidin beads; compound fluorescence 488/530 nm, flow cytometry; hits give high values; fluorescence (KMESF) at 10 µM; 0.38% of 220,000 active; in the data active = fluorescence above about 47; note: inactives centre near 10
Mcl1 Noxa PPI: Mcl-1/Noxa interaction inhibition | Q07820 | TR-FRET Mcl-1/Noxa peptide binding, 2 h | inhibition, % at 21.7 µM | 1.5% of 220,000 active | AID 1022;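 active = compounds that cut the protein-peptide binding signal by more than 50% relative to plate controls in a single-dose test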;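 note: His-tagged Mcl-1 with rhodamine Noxa BH3 peptide and terbium anti-His antibody; 0% = Mcl-1 plus Noxa peptide wells and 100% = peptide-only wells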
Target sequence (Q07820 whole entry, looked up): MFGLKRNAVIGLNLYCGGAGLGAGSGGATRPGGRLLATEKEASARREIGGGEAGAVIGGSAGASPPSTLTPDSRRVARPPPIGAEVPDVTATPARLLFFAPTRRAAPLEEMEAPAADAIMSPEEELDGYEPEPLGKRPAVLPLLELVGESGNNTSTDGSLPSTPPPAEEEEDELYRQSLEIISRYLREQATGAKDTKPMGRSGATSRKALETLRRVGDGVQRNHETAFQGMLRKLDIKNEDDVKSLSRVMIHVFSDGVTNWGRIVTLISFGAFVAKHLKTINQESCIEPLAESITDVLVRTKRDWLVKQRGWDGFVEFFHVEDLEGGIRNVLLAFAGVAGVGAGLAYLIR
Rac1 act GTP bind: modulators of GTP binding to human Rac1 activated mutant. GST-Rac1 activated beads, fluorescent GTP binding, flow cytometry; actives lie on both sides; 100% means binding = to untreated wells. percent activity (GTP binding), % at 10 µM. P63000. 0.11% of 190,000 active;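 active = GTP binding at least 20 percentage points away from the 100% baseline, in either direction, so actives lie on both sides; inconclusive = Compound likely fluorescent itself, or too few beads counted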
Rac1 wt GTP bind: human Rac1 wildtype GTP binding, inhibitors and activators. P63000. GST-Rac1 beads, fluorescent GTP binding, flow cytometry; actives lie on both sides; 0 = cold GTP competed, 100 = untreated. GTP binding activity (% of control), % at 10 µM. 0.27% of 190,000 active. AID 757;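 active = GTP binding activity at least 20 points away from the 100% control level, either lower or higher; inconclusive = compound flagged as likely green fluorescent, judged across all proteins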
Mcl1 Bid PPI: Mcl-1/Bid interaction inhibition. Q07820. TR-FRET Mcl-1/Bid-Dy647 peptide binding, 1536-well. inhibition, % at 21.7 µM. 0.97% of 220,000 active. AID 1021;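 active = compounds that cut the binding signal by more than half at the single screening dose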;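 note: His-tagged Mcl-1 with europium anti-His antibody binding Bid BH3 peptide; 0% = Mcl-1 plus peptide wells and 100% = peptide-only wells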
HRas wt GTP: changes GTP binding to wildtype human HRas; GST-Ras wt beads, Bodipy-FL-GTP binding, flow cytometry; actives lie on both sides; GTP binding activity, % at 10 µM; 0.14% of 190,000 active; P01112;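 active = GTP binding activity at least 20% away from the 100% baseline, either lowered as inhibitor or raised as activator; inconclusive = flagged as likely green fluorescent, judged across all proteins in the well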;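 note: 0% = unlabeled GTP competition control and 100% = no-compound control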
Target sequence (P01112 whole entry, looked up): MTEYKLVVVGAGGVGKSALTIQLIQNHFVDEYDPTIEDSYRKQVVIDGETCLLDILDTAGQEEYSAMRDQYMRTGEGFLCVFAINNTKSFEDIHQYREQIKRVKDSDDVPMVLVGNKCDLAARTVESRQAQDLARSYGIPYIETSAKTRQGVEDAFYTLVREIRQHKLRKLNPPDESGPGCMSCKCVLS
Rab7 wt GTP bind: modulators of GTP binding to dog Rab7 wildtype GTPase. GST-Rab7 beads, fluorescent GTP binding, flow cytometry; actives lie on both sides; untreated = 100%, excess cold GTP = 0%. GTP binding activity (percent of control), % at 10 µM. 0.055% of 190,000 active. AID 758;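 active = fluorescent GTP binding to Rab7 beads changed by at least 20 points from the 100% baseline, either direction, mostly lower; inconclusive = compound itself probably fluorescent, or too few beads counted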;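 note: median green fluorescence of bound Bodipy-FL-GTP per Rab7 bead population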
An asterisk follows results filed as active; ? = inconclusive; . = no result given.

SMILES	Cdc42 wt	GSH fluor	Pf gametocyte	Rab2 wt GTP	Avidin bead fluor	Mcl1 Noxa PPI	Rac1 act GTP bind	Rac1 wt GTP bind	Mcl1 Bid PPI	HRas wt GTP	Rab7 wt GTP bind
O=C(CSc1nccc(=O)[nH]1)N1c2ccccc2CCc2ccccc21	96	10	-14	97	19	17	96	98	0	97	97
CCOC(=O)CSc1nc(N(C)C)nc(N(C)C#N)n1	102	26	0	104	39	9	98	104	-3	103	99
Cc1ccc(CNC(=O)c2cn(C3CCCCC3)c(=O)c3c2c2ccccc2n3C)o1	105	10	.	105	35	16	99	103	-14	104	102
CCCn1c(C)cc(C(=O)COC(=O)c2c(C)nn(-c3ccccc3)c2C)c1C	98	41	14	96	0	19	95	93	-13	99	97
CC(C)N(C(=O)CSc1nnc(NC(=O)c2cccs2)s1)C(C)C	100	18	.	98	5	17	97	105	12	100	98
CCOC(=O)c1sc(NC(=S)NC(=O)c2ccccc2)nc1C	93	12	12	97	22	17	94	90	0	95	101
CCSc1nnc(N(CCC#N)CCC#N)s1	105	19	15	106	7	-19	99	101	-8	105	99
Cc1nnc(NC(=O)CCSc2ccc(Cl)cc2)s1	98	16	9	97	10	9	97	96	-25	96	94
O=C1CCCCCC1C1(O)C(=O)Nc2ccc(Br)cc21 (centres undefined)	100	24	.	97	18	-3	95	99	-25	98	97
Cc1nn(CC2CC2)c(=O)n1-c1ccccc1	98	18	21	100	10	12	97	99	-10	98	106
CN1CCN(NC(=O)c2cc(S(=O)(=O)N3CCOCC3)c(Cl)cc2Cl)CC1	104	11	.	101	11	9	102	105	-11	102	101
O=C1C(Cl)=C(NCC2CCCO2)C(=O)N1c1ccccc1 (centres undefined)	101	14	4	98	24	3	98	100	-15	98	97
O=C(CN1CCCc2ccccc21)N/N=C/c1ccc(O)cc1O	98	15	.	95	17	0	96	95	-68	97	97
CC(C)OC(=O)C(C)(C)Oc1ccc(C(=O)c2ccc(Cl)cc2)cc1	95	18	.	98	.	7	97	104	7	97	99
Cc1cc([N+](=O)[O-])nn1CCCC(=O)N1CCN(c2ccccc2)CC1	102	10	14	95	10	14	98	100	-22	97	94
Oc1c(C(Nc2nccs2)c2ccc(C(F)(F)F)cc2)ccc2cccnc12 (centres undefined)	98	11	-20	99	6	-29	95	100	-26	99	105
CCn1c(=O)cc(OCC(=O)NCCCN2CC(C)CC(C)C2)c2ccccc21 (centres undefined)	103	16	8	102	6	1	101	105	-29	105	103
Cc1cc2n(n1)SC(Nc1cc(Cl)ccc1Cl)N2 (centres undefined)	98	14	18	102	4	12	100	101	18	99	96
C=CCSC1=C(C#N)C(c2ccc(OCC)cc2)CC(=O)N1 (centres undefined)	99	19	.	101	5	-3	99	105	-12	100	99
Cc1onc(-c2ccccc2)c1C(=O)Nc1ccc2c(c1)OCO2	103	45	.	103	8	18	103	108	-68	104	104
CCOc1ccc(-c2nc(N)ncc2Oc2cccc(OC)c2)c(O)c1	99	31	.	99	16	1	98	98	-35	97	96
CCCOc1ccc(C(=O)NNC(=S)NC(=O)c2cc(-c3ccccc3)nc3ccccc23)cc1	?	24	.	?	5	-30	?	?	22	?	?
N#CC(C#N)=NNc1ccc(S(=O)(=O)N2CCCC2)cc1	98	17	.	97	20	39	96	98	-17	97	99
Cc1cc(N2CCCC2)nc(SCC(=O)c2ccccc2)n1	95	24	.	99	4	30	97	101	1	99	100
NC(=O)C(=O)N/N=C/c1c[nH]c2ccc(Br)cc12	?	9	11	?	11	3	?	?	-11	?	?

(listing goes on)
SMILES	Cdc42 wt	GSH fluor	Pf gametocyte	Rab2 wt GTP	Avidin bead fluor	Mcl1 Noxa PPI	Rac1 act GTP bind	Rac1 wt GTP bind	Mcl1 Bid PPI	HRas wt GTP	Rab7 wt GTP bind
COc1ccc(C(c2nnnn2CC2CCCO2)N2CCN(c3cccc(C)c3C)CC2)cc1 (centres undefined)	102	23	-6	102	9	21	100	102	9	101	96
Cc1ccc(C2=[N+]([O-])C3(CCCCC/C3=N\NC(N)=S)N(O)C2(C)C)o1 (centres undefined)	96	39	.	96	3	-2	94	99	-48	97	92
COCCCNC(=O)c1cccc(C(=O)NCCCOC)c1	103	64	12	102	9	-9	98	100	-19	100	101
Cc1cc(C)c2c(N)c(C(=O)c3cccc(Cl)c3)sc2n1	105	12	-8	101	6	-19	100	104	-48	102	103
C/C(Cl)=C/CN1C(=O)C2C3C=CC(C3)C2C1=O (centres undefined)	100	36	-31	98	16	-5	96	100	-11	98	99
Cc1cc(C)nc(SCc2ccc(C(=O)O)o2)n1	104	28	.	101	4	20	102	105	-26	103	101
Cc1nn(-c2ccccn2)c2c1C(c1ccsc1)C1=C(CCCC1=O)N2 (centres undefined)	107	22	.	108	17	6	101	106	-66	107	105
CCCn1c(=O)c2[nH]c(C3CCCC3)nc2n(CCC)c1=O	102	21	.	100	8	6	101	105	2	101	98
CCOc1ccc(NC(=O)NC23CC4CC(CC(C4)C2)C3)cc1	103	11	-21	101	2	-10	99	106	-13	102	102
CCNC(=O)c1ccccc1NC(=O)c1cccc(S(=O)(=O)N2CCOCC2)c1	99	22	-3	100	-3	4	101	106	-7	96	99
O=C(c1ccc(Cl)cc1)C1CCCN(Cc2cccn2-c2ccccn2)C1 (centres undefined)	102	10	18	100	9	1	99	105	0	99	97
CC(OC(=O)c1nsc(Cl)c1Cl)C(=O)NC(C)(C)C (centres undefined)	98	17	.	97	21	-7	96	99	-6	100	96
Cc1nnc(SCC(=O)NCCOc2ccc(Cl)cc2)n1-c1ccccc1	97	21	.	98	14	-5	98	99	-13	98	97
N#Cc1ccc(-c2nnnn2-c2ccc3c(c2)OCO3)cc1	.	49	-5	.	8	17	.	.	-8	.	.
CC(=O)C1=C(O)C(=O)N(Cc2ccco2)C1c1ccccc1 (centres undefined)	95	23	-25	93	26	17	93	92	0	93	92
Cc1nc(NCCc2ccccc2)c(C#N)c(C)c1[N+](=O)[O-]	96	15	-8	95	22	5	97	99	6	96	99
C/C(=N\NC(=O)Nc1ccccc1)c1ccc2ccccc2c1	101	4	.	99	8	11	97	104	-22	96	92
CN/C=C1\C(=O)C(C)(C)Oc2ccc3ccc(=O)oc3c21	101	34	11	99	11	-10	100	106	-3	101	96
COC(=O)c1sc2ncccc2c1OCc1cccc(Cl)c1	92	12	5	90	40	-3	90	90	4	94	93
CC1=C(C(=O)OCc2ccccc2)C(c2ccsc2)C(C#N)=C(N)O1 (centres undefined)	98	23	.	97	5	7	98	100	-1	97	98
CCOC(=O)c1[nH]c(C)c(C(=O)OCCN2C(=O)c3ccccc3C2=O)c1C	103	34	5	100	15	-43	98	106	-15	99	102
COc1cc(/C=C/C(=O)OCC(=O)NC(=O)NC(C)C)ccc1OCC#N	100	5	.	98	13	10	98	103	-11	98	99
COC(=O)C1CCCN1S(=O)(=O)c1ccc2ccccc2c1 (centres undefined)	99	6	3	103	11	5	96	101	2	102	106
COC(=O)c1ccc(-c2ncc[nH]2)cc1	100	21	.	98	8	8	101	96	-9	96	97
CCOc1ccc(-c2ccc(SCC(=O)N3CCOCC3)nn2)cc1	97	68	19	98	9	-4	96	102	1	100	108

Remaining list, next part.
SMILES	Cdc42 wt	GSH fluor	Pf gametocyte	Rab2 wt GTP	Avidin bead fluor	Mcl1 Noxa PPI	Rac1 act GTP bind	Rac1 wt GTP bind	Mcl1 Bid PPI	HRas wt GTP	Rab7 wt GTP bind
Cc1cc(=O)[nH]c(SCC(=O)/C=C2\N(C)c3ccccc3C2(C)C)n1	102	11	.	98	7	18	101	103	-95	100	95
COC(=O)COc1ccc(S(=O)(=O)NCc2ccco2)cc1Cl	97	38	.	100	13	12	97	97	-1	99	99
Cc1cc[n+](CC(=O)c2cc3ccccc3oc2=O)cc1	96	24	8	92	7	27	96	104	19	92	90
O=C(Cc1c[nH]c2ccccc12)NCc1ccccc1F	93	18	17	94	9	9	94	97	-31	94	102
COc1ccc(-c2c(NC(=O)C(C)C)n(C)c3ccccc3c2=O)cc1	106	13	.	104	11	0	103	108	28	104	104
Cc1ccccc1NC(=O)c1c([N+](=O)[O-])c(C(C)(C)C)nn1C	102	10	-18	100	4	15	99	105	-2	101	102
Cc1cnccc1CN(C)C(=O)CC1C(=O)NCCN1CC1CCCCC1 (centres undefined)	102	11	0	100	17	37	96	99	-3	98	101
CN(C)CCCN1c2ccccc2CCc2ccc(Cl)cc21	104	19	.	101	7	38	98	103	5	104	102
Cc1ccc(N(CC(=O)NCCSCc2ccco2)S(C)(=O)=O)cc1	97	19	10	101	23	-6	99	99	-14	99	101
CCOc1cc(-c2nc(-c3ccccc3OC)no2)cc(OCC)c1OCC	?	22	-13	?	19	-11	?	?	-18	?	?
COc1ccc(S(=O)(=O)N2CCOCC2)cc1Br	96	13	9	95	11	1	95	101	2	99	95
c1ccc(C2Nc3ccccc3-c3nc4ccccc4n32)cc1 (centres undefined)	97	18	-18	98	5	19	96	100	-6	100	100
CCOC(=O)c1sc(NC(=O)CSc2nncs2)c(C(=O)OCC)c1C	100	8	18	101	10	16	99	99	-34	100	101
Cc1nn(-c2ccccc2)c2c1P(=O)(O)/C(=C1\N(C)c3ccccc3C1(C)C)C=N2	104	30	1	100	16	-10	101	104	9	101	101
CN1CCC(=NNC(=O)CSc2ccc(Cl)cc2)CC1	99	18	.	103	8	11	99	103	-3	100	109
C=CCn1c(C)c(C(C)=O)c(N2CCN(C(c3ccccc3)c3ccccc3)CC2)nc1=S	95	18	26	98	18	9	98	97	-28	96	96
O=C(O)c1ccc(NS(=O)(=O)c2ccc(Cl)c(Cl)c2)cc1O	97	25	2	95	11	33	94	95	1	97	93
COCCn1c(SCC#N)nnc1-c1ccccc1	107	7	0	102	7	-13	103	107	-23	104	105
CCOC(=O)c1c(NC(=O)COC(=O)c2nc(Cl)ccc2Cl)sc2c1CCC2	100	6	3	101	3	4	102	104	-27	103	100
Cc1ccc2nc3nc(NCC4CCCO4)c(C(=O)NC4CCCC4)cc3c(=O)n2c1 (centres undefined)	100	19	10	99	10	15	99	105	2	101	102
CCN(CC)Cc1c(O)c(Cl)cc2c3c(c(=O)oc12)CCCC3	99	13	.	97	35	6	96	97	-24	99	96
CCC(C)c1ccccc1NC(=O)CN1CCN(C/C=C/c2ccccc2)CC1 (centres undefined)	?	5	-6	?	15	15	?	?	-25	?	?
COC(=O)CSc1cc(C(=O)c2nccn2C)c2ccccc2n1	109	271*	-27	104	8	29	105	112	-25	108	106
